Screens: PubChem BioAssay, National Center for Advancing Translational Sciences (NCATS)
Apoferritin bind – qHTS Assay for Identification of Novel General Anesthetics; Ferritin light chain (Equus caballus), P02791; apoferritin/1-aminoanthracene competitive binding, fluorescence; Potency, µM (series often up to 77.5 µM), for inactives: at the highest dose activity change, negative = displacement, usual class: inhibitors; 350,000 tested, 0.074% active; AID 485281, 2010; note: % is set by controls: 0 for no effect and ±100 for the full control effect; nearly all actives have a fitted effect of over 20% in size
Target sequence (P02791 2-175 limits assumed): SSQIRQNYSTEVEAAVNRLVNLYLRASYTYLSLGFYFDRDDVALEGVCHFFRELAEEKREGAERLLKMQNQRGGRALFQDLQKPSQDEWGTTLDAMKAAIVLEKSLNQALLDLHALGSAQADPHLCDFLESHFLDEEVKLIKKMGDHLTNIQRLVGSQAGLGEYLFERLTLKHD
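Steps: apoferritin (10 uM) was premixed with half-saturated 1-AMA in PBS, compounds were pin-transferred, plates stood 10 min at room temperature, fluorescence was read at 380/535 nm, and curves were fitted with a Hill equation.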
G9a block – qHTS Assay for Inhibitors of Histone Lysine Methyltransferase G9a | Histone-lysine N-methyltransferase EHMT2 (Homo sapiens), Q96KQ7 | G9a H3K9 monomethylation, AlphaScreen, 2 h | Potency, µM (top dose mostly 102 µM), without a hit: at the top dose activity, negative = inhibition, actives largely listed as inhibitors | 350,000 tested, 8.8% active | AID 504332, 2011; note: % is set by controls: 0 for no effect and ±100 for the full control effect; nearly all actives have a fitted effect of over 75% in size
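Using a bead-based AlphaScreen, monomethylated H3K9 product from 2 h room-temperature reactions (G9a 20 nM, peptide 500 nM, SAM 20 uM) was detected with 0.5 ug/mL rabbit anti-H3K9me1 antibody.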
BAZ2B block – qHTS Assay for Inhibitors of BAZ2B | Bromodomain adjacent to zinc finger domain protein 2B (Homo sapiens), Q9UIF8 | AlphaScreen BAZ2B-H3K14Ac peptide displacement | Potency, µM (series often up to 114 µM), without a hit: top-dose activity change, negative = inhibition, actives largely listed as inhibitors | 360,000 tested, 4.4% active | AID 504333, 2011; note: % is set by controls: 0 for no effect and ±100 for the full control effect; nearly all actives have a fitted effect of over 60% in size
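AlphaScreen displacement: compounds (up to 110uM) incubated 30 min at room temperature with a preformed 50 nM BAZ2B/50 nM biotinylated H3K14Ac peptide complex in PBS pH 7.4 with Tween-20. Donor and acceptor beads at 10 ug/mL final added, 20 min light-protected before reading.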
Pol iota inh – qHTS for Inhibitors of Polymerase Iota | Pol iota fluorescent replication assay, 10 min | Potency, µM (series often up to 115 µM), for the others: at the top dose activity, negative = inhibition, hits mostly inhibitors | DNA polymerase iota (Homo sapiens), Q9UNA4 | 390,000 tested, 1% active
Target sequence (Q9UNA4 whole entry, looked up): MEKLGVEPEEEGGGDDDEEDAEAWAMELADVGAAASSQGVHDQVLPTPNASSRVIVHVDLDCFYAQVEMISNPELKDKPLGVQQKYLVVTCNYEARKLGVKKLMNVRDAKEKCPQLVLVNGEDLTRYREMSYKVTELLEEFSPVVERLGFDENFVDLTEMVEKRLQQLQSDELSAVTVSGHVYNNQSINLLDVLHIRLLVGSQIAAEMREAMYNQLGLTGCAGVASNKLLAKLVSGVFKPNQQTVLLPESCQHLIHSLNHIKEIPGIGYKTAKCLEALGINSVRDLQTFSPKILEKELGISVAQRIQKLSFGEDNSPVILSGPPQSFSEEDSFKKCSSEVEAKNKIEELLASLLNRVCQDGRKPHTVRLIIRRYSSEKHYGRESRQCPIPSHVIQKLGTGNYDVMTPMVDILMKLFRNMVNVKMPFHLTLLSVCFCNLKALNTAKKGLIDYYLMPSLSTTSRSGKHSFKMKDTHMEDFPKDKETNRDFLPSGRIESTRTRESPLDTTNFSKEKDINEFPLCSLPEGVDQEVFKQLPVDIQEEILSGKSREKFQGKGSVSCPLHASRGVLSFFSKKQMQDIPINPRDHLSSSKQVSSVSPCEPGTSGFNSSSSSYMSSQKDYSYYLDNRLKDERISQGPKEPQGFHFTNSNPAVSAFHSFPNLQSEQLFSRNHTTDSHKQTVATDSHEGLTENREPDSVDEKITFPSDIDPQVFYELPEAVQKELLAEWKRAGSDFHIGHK
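Fluorescent replication assay read twice, at 0 min and 10 min after adding 50 nM (final) substrate. Enzyme (10 nM) and compounds were first incubated 15 min at room temperature; enzyme-free buffer wells were negative controls.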
APEX1 inh – qHTS Assay for Inhibitors of the Human Apurinic/apyrimidinic Endonuclease 1 (APE1); DNA repair nuclease/redox regulator APEX1 (Homo sapiens), P27695; recombinant APE1, TAMRA/BHQ-2 abasic DNA cleavage fluorescence; Potency, µM (doses to about 65.8 µM), for the others: top-dose activity change, negative = inhibition, most hits filed as inhibitors; 350,000 tested, 0.35% active;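 note: plate controls were vehicle for no effect and reference inhibitor for full effect; nearly all actives have a fitted effect of over 55% in size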
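Compound pre-exposure to 0.75 nM APE1, 15 min at ambient temperature. Reaction initiated with 50 nM TAMRA/BHQ-2 THF substrate, read immediately in kinetic mode, 525 nm excitation, 598 nm emission.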
POLB inh – qHTS Assay for Inhibitors of DNA Polymerase Beta. 340,000 tested, 1.3% active. AID 485314, 2010. Pol beta primer extension/strand displacement, fluorescence kinetic. P06746. Potency, µM (doses to about 114 µM), inactives show top-dose activity change, negative = inhibition, hits mostly inhibitors; note: % is set by controls: 0 for no effect and ±100 for the full control effect
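Preincubation: enzyme (10 nM) with compound, 15 min, RT. Reaction: substrate added to 50 nM final. Reads: 0 and 10 min. Analysis: normalized, Hill fit.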
Pol kappa inh – qHTS for Inhibitors of Polymerase Kappa. DNA polymerase kappa (Homo sapiens), Q9UBT6. purified Pol kappa, fluorescent DNA synthesis assay, 10 min. Potency, µM (series often up to 107 µM), without a hit: at the highest dose activity, negative = inhibition, usual class: inhibitors. 400,000 tested, 0.53% active. AID 588579, 2011; note: % is set by controls: 0 for no effect and ±100 for the full control effect
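Here, compound and 10 nM enzyme are combined for 15 min at room temperature; adding 50 nM substrate (final) starts DNA synthesis, tracked by fluorescence at 0 and 10 min against buffer-only wells.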
Pol eta inh – qHTS for Inhibitors of Polymerase Eta; Potency, µM (top dose mostly 114 µM), for the others: at the top dose activity change, negative = inhibition, most hits filed as inhibitors; recombinant Pol eta, fluorescent DNA replication assay; DNA polymerase eta (Homo sapiens), Q9Y253; 390,000 tested, 1.2% active; note: % is set by controls: 0 for no effect and ±100 for the full control effect
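Pol eta (10 nM) was preincubated with compounds for 15 min at room temperature, after which fluorescent replication substrate (50 nM final) was added to start the reaction. Fluorescence was read kinetically at 0 and 10 min.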
BLM helicase inh – qHTS Assay for Inhibitors of Bloom's syndrome helicase (BLM); AID 2528, 2010; Potency, µM (titrated, usually from 56.1 µM), inactives show at the top dose activity change, negative = inhibition, usual class: inhibitors; recombinant BLM DNA unwinding, fluorescence dequenching; RecQ-like DNA helicase BLM (Homo sapiens), P54132; 350,000 tested, 0.2% active;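 note: plate controls were vehicle for no effect and no enzyme for full effect; nearly all actives have a fitted effect of over 35% in size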
* = called active by the depositor; ? = inconclusive; · = no result given; & = joins results of further samples; [ ] = remark or other dose. Calls come from the whole dose curve; as a rule, active = well fitted curve in the direction sought with a large enough effect; inconclusive = small, poorly fitted or top-dose-only effect, or another doubt; inactive = no such curve, though single readings can be large; an effect the other way counts as inactive or inconclusive. Potency is the fitted concentration of half-maximal effect. These rows are one share of the data; rates above refer to the full screens.

Keys: A = Apoferritin bind; B = G9a block; C = BAZ2B block; D = Pol iota inh; E = APEX1 inh; F = POLB inh; G = Pol kappa inh; H = Pol eta inh; I = BLM helicase inh
COc1ccc(N(Cc2ccccc2)C(=O)OC(C)(C)C)c(C(=O)N(C)OC)c1
  A: · | B: · | C: · | D: 13% | E: 22% | F: · | G: 12% | H: -16% | I: ·
O=c1c(N2CCOCC2)coc2ccccc12
  A: 2% | B: 3.5µM* | C: -12% | D: 9% | E: 1% | F: -1% | G: 12% | H: -10% | I: 0%
O=C(CNS(=O)(=O)c1ccccc1)Nc1ccc(F)cc1F
  A: 1% | B: 7% | C: 4% | D: 36%[activator] | E: -4% | F: 0% | G: 27% | H: -12% | I: 0%
CCc1cccc2c(=O)c(C(=O)N3CCOCC3)c[nH]c12
  A: -5% | B: 0% | C: 10% | D: 15% | E: 3% | F: 1% | G: -3% | H: -12% | I: -1%
CCOCCCNS(=O)(=O)c1ccc(Br)cc1
  A: 0% | B: 12%[59 µM] | C: -3% | D: 11% | E: -2% | F: -26% | G: -17% | H: 4% | I: 1%
CCCn1c(=S)[nH]c2cc(OC)c(OC)cc2c1=O
  A: -10% | B: -40%[59 µM] | C: 0% | D: -14%[58.9 µM] | E: 12% | F: 15% | G: -16% | H: -8% | I: -10%
O=[N+]([O-])c1ccc2c(c1)nc1n2CCN(C2CCCCC2)C1
  A: -23% | B: 4%[12.7 µM] | C: -12% | D: 25% | E: -1% | F: ? | G: -5% | H: -9% | I: -5%
O=C(CSc1ccccc1)NCC1(N2CCCCC2)CCCCC1
  A: · | B: ? | C: -12% | D: 6% | E: 16% | F: · | G: -3% | H: -13% | I: ·
CC(=O)NC1CCCc2c1cnn2-c1ccc(C(C)(C)C)cc1 (stereo unspecified)
  A: -12% | B: 15% | C: -5% | D: 46%[activator] | E: 14% | F: 1% | G: -6% | H: -4% | I: 0%
Cc1cc(NC(=O)C2CCCCC2)ccc1NC(=O)c1ccccc1Cl
  A: 5% | B: 22%[59 µM] | C: 14% | D: 13% | E: 16% | F: 66% | G: -1% | H: -17% | I: 0%
CCCC1(CCC)NC(=O)NC1=O
  A: -4% | B: 12%[12.7 µM] | C: -1% | D: 12% | E: 2% | F: 12% | G: -6% | H: -10% | I: -1%
O=C(c1cc(COc2ccc(F)cc2F)on1)N1CCOCC1
  A: -5% | B: -8% | C: 2% | D: 29% | E: 4% | F: 3% | G: -2% | H: -15% | I: 0%
CSc1nc(NCCCN(C)C)c2c3c(sc2n1)CN(C)CC3
  A: -4% | B: 50µM* | C: -6% | D: · | E: 33% | F: 7% | G: · | H: · | I: 21%
O=C(NC1CCCCCC1)c1ccc(Br)o1
  A: ? | B: -17% | C: 0% | D: 20% | E: 24% | F: 16% | G: -2% | H: 1% | I: 0%
Cc1ccc(-c2nnn(CC(=O)N(CC3CCCO3)C(C(=O)NC3CCCC3)c3ccc(F)cc3)n2)o1 (stereo unspecified)
  A: -18% | B: 3%[59 µM] | C: -30% | D: 55%[activator] | E: 2% | F: -17% | G: 3% | H: -7% | I: -2%
Cc1ccccc1OCc1nc(-c2cccnc2)no1
  A: -3% | B: -3% | C: -3% | D: 34%[activator] | E: 5% | F: 1% | G: -10% | H: 0% | I: -3%
CCCn1c(=N)n(CC(O)COc2ccccc2OC)c2ccccc21 (stereo unspecified)
  A: -11% | B: 0%[59 µM] | C: -4% | D: 4% | E: · | F: 9% | G: 0% | H: -21% | I: -7%
Cc1ccc(C(=O)CCC2CCCC2=O)cc1 (stereo unspecified)
  A: -5% | B: 19%[12.7 µM] | C: 3% | D: 6% | E: 1% | F: 9% | G: 2% | H: 9% | I: 2%
COc1ccc(C(=O)Nc2cccc(S(C)(=O)=O)c2)cc1
  A: -11% | B: 3% | C: -18% | D: -13% | E: -2% | F: 5% | G: -2% | H: 2% | I: -2%
O=C1NC(c2cccs2)Nc2ccccc21 (stereo unspecified)
  A: -12% | B: ? | C: 0% | D: -8% | E: ? | F: -12% | G: -6% | H: -15% | I: 2%
CC1CCc2[nH]c3ccc(C(=O)N(C)CC(=O)Nc4ccccc4Cl)cc3c2C1 (stereo unspecified)
  A: · | B: 50µM* | C: ? | D: 5% | E: 5% | F: · | G: -5% | H: -17% | I: ·
CCN(c1ccccc1)S(=O)(=O)c1cccc(C(=O)NCCOc2ccccc2OC)c1
  A: · | B: 4% | C: 4% | D: 19% | E: 5% | F: · | G: -12% | H: -14% | I: ·
O=[N+]([O-])c1cccc(/C=N/Nc2nc(C(Cl)(Cl)Cl)nc3ccccc23)c1
  A: -8% | B: -5%[59 µM] | C: ? | D: -13% | E: 20% | F: 13% | G: -19% | H: -7% | I: 3%
COc1cc(CN2CCNC(=O)C2CC(=O)N(C)Cc2ncc[nH]2)cc(OC)c1 (stereo unspecified)
  A: -19% | B: · | C: 0% | D: 75%[activator] | E: 2% | F: 1% | G: 7% | H: -8% | I: -6%
O=C(CNC(=O)C1COc2ccccc2O1)N/N=C/c1ccc([N+](=O)[O-])cc1 (stereo unspecified)
  A: ? | B: -12% | C: -19% | D: 133%[activator] | E: 2% | F: 1% | G: -10% | H: -25% | I: -5%
CCOC(=O)c1ccc(Oc2nc(NC(C)(C)C)nc(N(C)C)n2)cc1
  A: 4% | B: ? | C: 6% | D: 0% | E: -5% | F: 4% | G: -15% | H: -24% | I: 0%
Cc1cc(C)cc(OCCNS(=O)(=O)c2cccs2)c1
  A: -13% | B: -3% | C: 34%[activator] | D: 106%[activator] | E: -4% | F: -13% | G: -3% | H: -22% | I: -9%
CC(C)(C)OC(=O)N1CCC(C(=O)NCC2CCCO2)CC1 (stereo unspecified)
  A: -4% | B: 3% | C: 10% | D: 69%[activator] | E: 31% | F: 0% | G: 0% | H: 0% | I: -3%
COc1cccc(NC(=O)C2CCN(c3ncccn3)CC2)c1
  A: -3% | B: -41%[59 µM] | C: -2% | D: 16% | E: -1% | F: -4% | G: -15% | H: -11% | I: -4%
CC(=O)c1c(-c2ccccc2)c2cc([N+](=O)[O-])ccc2[nH]c1=O
  A: -15% | B: -8% | C: -9% | D: 12% | E: 23% | F: 9% | G: -11% | H: -5% | I: -8%
C/C(=N\N)c1c(-c2ccccc2)c2cc(C)ccc2[nH]c1=O
  A: -15% | B: -20% | C: -18% | D: -5% | E: -2% | F: -28% | G: -9% | H: -4% | I: -5%
O=C(CCNc1ccccc1)c1cccc([N+](=O)[O-])c1
  A: ? | B: 18µM* | C: ? | D: 38%[activator] | E: -8% | F: -28% | G: -12% | H: -9% | I: -4%
O=C(Nc1ccccc1C(F)(F)F)c1ccc(CN2CCC(Cc3ccccc3)CC2)cc1
  A: -22% | B: 38%[0.501 µM] | C: -28% | D: 1% | E: -1% | F: 14% | G: -10% | H: -4% | I: -2%
COc1ccc(-n2nc([N+](=O)[O-])c(=NCc3ccco3)n2O)cc1
  A: -16% | B: ? | C: ? | D: 34%[activator] | E: ? | F: -19% | G: -3% | H: -3% | I: 2%
Cc1ccccc1CN1C(=O)C2(c3ccccc31)N(c1ccccc1)C(=O)CS2(=O)=O (stereo unspecified)
  A: ? | B: ? | C: 39%[activator][57.1 µM] | D: 16% | E: · | F: 2% | G: 0% | H: -17% | I: 0%
O=C(NCc1ccco1)C1CCCCC1
  A: -10% | B: 3% | C: -19% | D: 17% | E: -1% | F: -15% | G: -6%[60.1 µM] | H: 6% | I: 2%
O=C(CSc1nc2ccccc2[nH]1)Nc1nc(-c2cccc(Br)c2)cs1
  A: -2% | B: ? | C: -9% | D: 15% | E: -5% | F: 23% | G: -2% | H: -3% | I: -11%
COc1ccc(/C=N/Nc2nc(C)cc(=O)[nH]2)cc1OC
  A: -5% | B: ? | C: -25% | D: 75%[activator] | E: 1% | F: 15% | G: -14% | H: -5% | I: -8%
CC1CCN(c2nc3c(N)ncnc3n2[C@@H]2O[C@H](CO)[C@@H](O)[C@H]2O)CC1
  A: 2% | B: 11% | C: -9% | D: -12% | E: 32% | F: -7% | G: 8% | H: 3% | I: -4%
COc1ccc(NC(=O)CN(C)S(=O)(=O)c2ccc3c(c2)CCC(=O)N3)c(OC)c1
  A: -2%&-7% | B: -33%[59 µM] | C: -19%&10% | D: 5%&13% | E: 13% | F: 38%&80%[activator] | G: 1%&11% | H: -1%&-7% | I: -1%&-2%
COc1ccc(C(=O)NCC(=O)OCc2ccc([N+](=O)[O-])cc2)cc1
  A: -10% | B: -21% | C: -14% | D: 45%[activator] | E: 3% | F: -1% | G: 6% | H: -23% | I: -3%
CCOC(=O)/C(C#N)=N/Nc1ccccc1OC
  A: -1% | B: ? | C: -3% | D: 8% | E: 0% | F: -5% | G: -6% | H: -18% | I: -3%
Nc1nnc(SCC(=O)Nc2cccc(Cl)c2)s1
  A: · | B: ? | C: 6% | D: 19% | E: 53% | F: · | G: 4% | H: -4% | I: ·
COc1ccccc1NC(=O)CCS(=O)(=O)c1ccc2nc(C)sc2c1
  A: -17% | B: -2%[59 µM] | C: -1% | D: 13% | E: · | F: 15% | G: 1% | H: -14% | I: -3%
